# Assay outcomes from PubChem BioAssay.
# IL1B secr inh: blocks inflammasome-driven IL-1 beta release | THP-1 LPS/ATP IL-1B secretion, AlphaLISA, 16 h; hits give low values | activity change, % at 57.5 µM | actives 4.7% (n = 360,000) | AID 743279; in the data active means activity change below about -50%; inconclusive means mostly about -30% to -49%; further: on the % scale 0 is the no-effect control and ±100 the full control effect
#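 THP-1 cells pretreated 1 hr with compounds (up to 57.5 uM final), then stimulated with LPS (250 ng/mL final) plus ATP (1.25 mM final); secreted IL-1B measured by AlphaLISA after 16 hr, decreased signal indicating inhibition.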
# HT1080NT lethal: kills 2HG-producing HT-1080-NT fibrosarcoma cells; Potency, µM (top dose mostly 46.1 µM), inactives show top-dose activity, negative = less viability, actives largely listed as cytotoxic; actives 1.6% (n = 360,000); HT-1080-NT fibrosarcoma viability, CellTiter-Glo ATP luminescence, 48 h;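 further: NT is the 2HG producing partner of a matched IDH1 knockdown line; potency means the concentration at half of the fitted maximal effect; 0% = DMSO-treated cells and -100% = media-only wells without cells; nearly all actives have a fitted effect of over 55% in size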
#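 750 cells/well, RPMI + 5% FBS; 2 h settle, compound pin-transfer, 48 h at 37 degrees C. CellTiter-Glo 10 min RT, luminescence. Normalized to DMSO and media-only wells.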
# SW480 rerep: induces DNA re-replication in SW480 colon adenocarcinoma cells. Potency, µM (highest dose often 46.1 µM), inactives show top-dose re-replication activation, usual class: activators. AID 624297. SW480 DNA re-replication, Hoechst DNA content imaging, 48 h. actives 1.8% (n = 340,000); further: potency means the concentration at half of the fitted maximal effect; % of control where 0% means no effect; nearly all actives have a fitted effect of over 55% in size
#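 Image-based DNA-content assay: after two days of treatment, nuclei were labelled with the DNA dye Hoechst and imaged, and hits were compounds raising the count of nuclei showing high fluorescence intensity.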
# KB-V1 MDR tox: KB-V1 MDR subline cytotoxicity. actives 3.4% (n = 400,000). KB-V1 MDR cells viability, CellTiter-Glo, 72 h. Potency, µM (series often up to 46.1 µM), without a hit: at the highest dose activity change, negative = cytotoxicity, usual class: cytotoxic; further: potency means the concentration at half of the fitted maximal effect; on the % scale 0 is the no-effect control and ±100 the full control effect; nearly all actives have a fitted effect of over 60% in size
#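 Cytotoxicity toward P-gp-expressing KB-V1 cells was determined as loss of CellTiter-Glo luminescence after 72 h at 37 degrees C. Compounds were tested in quantitative HTS format across a concentration range, with curves fitted to normalized data.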
# GLP1R cytotox: cytotoxicity counter-screen for GLP-1 receptor inverse agonists. actives 0.13% (n = 410,000). HEK293 cAMP-luciferase reporter cells, luminescence, 24 h. Potency, µM (titrated, usually from 38.3 µM), for the others: at the top dose activity change, negative = inhibition, most hits filed as inhibitors;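 further: loss of luciferase light is scored as toxicity; potency means the concentration at half of the fitted maximal effect; on the % scale 0 is the no-effect control and ±100 the full control effect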
#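 Seeding density was 200 cells/uL; after overnight-length (12 h) culture, 23 nL compounds went on for 24 h at 37 °C. Readout used a luciferase detection reagent, luminescence taken after 12 min at room temperature.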
# MCF10A rerep: induces DNA re-replication in MCF 10a normal breast cells | Potency, µM (top dose mostly 46.1 µM), for inactives: at the highest dose activity, positive = re-replication, hits mostly activators | actives 2.9% (n = 350,000) | AID 624296 | MCF 10A DNA re-replication, Hoechst nuclear intensity, 48 h; further: potency means the concentration at half of the fitted maximal effect; % of control where 0% means no effect; nearly all actives have a fitted effect of over 50% in size
# KB-3-1 cytotox: KB-3-1 parental cell cytotoxicity | actives 1.4% (n = 400,000) | Potency, µM (highest dose often 46.1 µM), inactives show top-dose activity change, negative = cytotoxic, hits mostly cytotoxic | KB-3-1 viability, CellTiter-Glo ATP luminescence, 72 h; further: potency means the concentration at half of the fitted maximal effect; on the % scale 0 is the no-effect control and ±100 the full control effect; nearly all actives have a fitted effect of over 60% in size
#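 Multi-concentration cytotoxicity screen in KB-3-1 cells grown in DMEM lacking phenol red with 10% FBS. After 72 h at 37 °C with compound, ATP-dependent luminescence was recorded.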
# DRD3 agonist: activates the human D3 dopamine receptor; P35462; D3R DiscoveRx beta-arrestin cells, luminescence, 90 min; max activation, %; actives 0.58% (n = 410,000); in the data active means max activation above about 30%; further: 0% is about no effect; mostly tested at two doses, the higher about 12 µM
# Target sequence (P35462 whole entry, looked up): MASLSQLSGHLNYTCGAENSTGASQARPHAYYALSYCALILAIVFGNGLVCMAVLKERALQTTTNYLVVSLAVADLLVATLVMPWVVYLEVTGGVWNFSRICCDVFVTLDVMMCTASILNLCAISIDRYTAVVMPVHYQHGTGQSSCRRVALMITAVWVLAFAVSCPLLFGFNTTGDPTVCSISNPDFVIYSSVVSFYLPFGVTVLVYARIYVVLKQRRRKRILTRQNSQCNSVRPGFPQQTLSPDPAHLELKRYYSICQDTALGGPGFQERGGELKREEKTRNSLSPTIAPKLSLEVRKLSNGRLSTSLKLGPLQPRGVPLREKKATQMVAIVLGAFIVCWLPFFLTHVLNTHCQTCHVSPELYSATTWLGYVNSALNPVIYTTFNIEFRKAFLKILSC
#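 Cells at 1500/well, incubated overnight, then treated with pinned compounds (dopamine as control) for 90 min at 37 degrees C. DiscoveRx reagent added for 30 - 60 minutes at room temperature; luminescence read.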
# HT1080 IDH1KD tx: HT-1080 IDH1 knockdown cell toxicity (counter line) | HT-1080 IDH1 knockdown viability, ATP luminescence, 48 h | Potency, µM (highest dose often 46.1 µM), for the others: top-dose activity, negative = toxicity, usual class: cytotoxic | actives 2% (n = 360,000);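 further: potency means the concentration at half of the fitted maximal effect; 0% = DMSO wells and -100% = cell-free medium wells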
#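 Luminescent ATP read-out (CellTiter-Glo, 10 min at room temperature) after 48 h compound exposure at 37 °C gave viability of IDH1-knockdown HT-1080 cells. Activity was normalised to DMSO and cell-free wells, then fitted as concentration-response curves.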
# The depositor's hits bear a star; ? = inconclusive; · = not tested or not shown; & = joins results of further samples; [ ] = remark or other dose. Unless noted, the call rests on the fitted dose curve; in most records, active means well fitted curve in the direction sought with a large enough effect; inconclusive means small, poorly fitted or top-dose-only effect, or another doubt; inactive means no such curve, though single readings can be large; an effect the other way counts as inactive or inconclusive.
SMILES,IL1B secr inh,HT1080NT lethal,SW480 rerep,KB-V1 MDR tox,GLP1R cytotox,MCF10A rerep,KB-3-1 cytotox,DRD3 agonist,HT1080 IDH1KD tx
CC(C)(C)c1cc(C(=S)N2CCCC2)cc(C(C)(C)C)c1O,-15,4%,19%,-25%,4%,7%,-2%,-3,-1%
CC(C)c1ccc(N(CC(=O)NCc2ccc(F)cc2)C(=O)c2csnn2)cc1,20,-3%,-5%,-3%,-8%,-3%,?,-2,-16%
Cn1nnnc1SCSc1nnnn1C,8,16%,-3%[9.22 µM],13%,-2%,1%,0%,3,7%
COc1cc(NS(=O)(=O)c2cc(NC(C)=O)ccc2OC)c(OC)cc1NC(=O)c1ccccc1,-4,12%,-9%,-15%,-44%,-5%,14%,-1,6%
CC1CN(CCOCCSc2ccccc2)CC(C)O1 (stereo not drawn),8,-12%,-7%,5%,-6%,4%,4%,-4,-7%
O=C(NN=C1CCCCC1)c1ccccc1OCc1ccc(F)cc1,9,-13%,0%,-7%,4%,-8%,-10%,0,-15%
CCN(CC)S(=O)(=O)c1ccc(N2CCOCC2)c(NC(=O)c2ccc(N3CCCC3=O)cc2)c1,0,-2%,5%,?,16%,27%,-7%,5,-3%
O=C(CSCc1c(Cl)cccc1Cl)Nc1nccs1,0,12%,-17%,-15%,0%,10%,?,0,0%
O=C(CCN1C(=O)C2C3C=CC(C3)C2C1=O)Nc1ccc2ncccc2c1 (stereo not drawn),29,2%,-2%,-9%,-4%,15%,14%,1,5%
Cc1cc(NC(=O)c2cc(-c3cccs3)nc3ccccc23)no1,9,?,134%,?,-5%,?,21µM*,8,?
O=C(CSc1ncnc2nc[nH]c12)c1ccc([N+](=O)[O-])cc1,9,-26%,-1%[9.22 µM],-1%,-3%,-7%,-7%,20,?
CCC(=O)Nc1cc(C(=O)NCC2CCCN2CC)c(OC)cc1N(C)C (stereo not drawn),0,11%,-2%,1%,2%,-6%,16%,-38,0%
O=C(c1[nH]c(C(F)(F)F)nc1-c1ccccc1)N1CCN(Cc2c(F)cccc2Cl)CC1,8,22%,·,-4%,3%,·,0%,-1,17%
CCCNC(=O)C(Cc1ccc(C(F)(F)F)cc1)NC(=O)c1ccc2ccccc2n1 (stereo not drawn),24,0%,-14%,24%,-12%,4%,6%,3,1%
CC1CC(C)CN(S(=O)(=O)c2ccc3c(c2)C(C)(C)C(=O)N3C)C1 (stereo not drawn),14,21%,-15%,-9%,0%,2%,-22%,0,0%
CCCn1nnnc1NCc1ccc(Cl)cc1Cl,-22,0%,-10%,14%,6%,0%,0%,0,-11%
Cc1ccc(S(=O)(=O)N2CC(O)CC2C(=O)OCc2nc3sc(C)c(C)c3c(=O)[nH]2)cc1 (stereo not drawn),21,19%,-7%,2%,0%,-5%,4%,4,0%
COc1cc2c(cc1OC)C(COc1ccccc1OC)N(C(=O)COc1ccc(Cl)cc1)CC2 (stereo not drawn),·,·,·,21µM*,-6%,·,2%,5,·
O=C(Cc1ccccc1)NCC(=O)Nc1cccc(Cl)c1,9,-17%,-1%,?,-26%,-10%,13%,-9,-3%
Cc1cc(C)nc(N(C#N)CC(=O)N(c2ccccc2)C(C)C)n1,-11,6%,0%,-6%,-13%,3%,6%,7,12%
CSc1nc(=S)n(Cc2ccccc2)c(C)c1C(C)=O,7,1%,7%,?,20%,6%,16%,-11,-12%
CCOC(=O)c1sc(Nc2nc3cc4c(cc3s2)OCO4)cc1C,-2,-19%,-7%,-6%,4%,?,5%,4,-18%
Cc1ccc(-c2nnc(SCc3nc4ccccc4[nH]3)n2Cc2ccco2)cc1,-11,5%,15%,?,3%,-16%,-2%,-26,0%
Cc1ccccc1C(=O)NC(=S)Nc1ccccc1C(=O)O,18,4%,-4%,-9%,3%,19%,8%,-8,2%
Cc1ccc(OCCC(=O)N2CCN(c3ccc(O)cc3)CC2)cc1,24,?,7.3µM*,-1%,-9%,?,?,12,7.3µM*
CCC(=O)Nc1ccccc1-c1nc2ccccc2n(CC(=O)c2ccc(C)c(C)c2)c1=O,·,·,·,2%,11%,·,3%,5,·
COc1ccc(OC(=O)COc2ccc(Cl)cc2)cc1,12,-20%,10%,-1%,-9%,-20%,-12%,10,-19%
O=C(/C=C/c1cccc(F)c1)Nc1nccs1,7,16%,?,-1%,-1%,4%,11%,2,14%
COc1ccc(NS(=O)(=O)c2ccc(C)c(C(=O)NC3CCN(Cc4ccccc4)CC3)c2)cc1,12,-3%,2%,-24%,9%,1%,-5%,-38,-17%
CCOc1ccc(NC(=O)COn2nnc3ccc(S(=O)(=O)N4CCOCC4)cc32)cc1,-10,16%,?,?,13%,?,0%,5,2%
O=C(Nc1cccc(NC(=O)c2ccc(-c3cccc(Br)c3)o2)c1)c1ccco1,-59*,-44%,?,23µM*,?,21%,3%,12,?
CCN(CC)c1ccc(/C=N/N2C(=O)c3ccccc3C2=O)cc1,-22,16%,1%,30%,-17%,0%,11%,2,16%
O=C(N/N=C/c1ccc(Br)o1)/C(=C/c1ccc([N+](=O)[O-])cc1)NC(=O)c1ccccc1,-26,-18%,?,-2%,?,?,1%,-12,1%
Cc1cc(-c2cccs2)nc(-n2cccc2)n1,16,4%,-8%,0%,12%,0%,0%,4,2%
O=C(CSc1nnnn1C1CC1)N1CCN(c2ccccc2F)CC1,-1,4%,0%,?,3%,11%,4%,4,-1%
COCCNc1oc(/C=C/c2cccs2)nc1S(=O)(=O)c1ccccc1,-20,0%,·,?,55%[activator],·,-6%,1,-3%
C[C@@H](CSc1ccccc1)CN1CC[C@H](O)CCC1=O,12,7%,-3%,-1%&-8%,?,?,8%&2%,4,10%
O=C(COC(=O)C1C2CC3OC(=O)C1C3C2)Nc1ccc(Br)cc1 (stereo not drawn),14,-10%,0%,4%,-6%,17%,0%,-9,-14%
C/C(=N\Nc1nc2ccccc2nc1C)c1ccccc1O,32,-13%,?,4%,-51%,12%,-2%,2,?
COc1ccccc1Cn1c(=S)[nH]c2ccc(F)cc2c1=O,-73*,0%,-2%,22%,-28%,2%,5%,-6,4%

# Some of these compounds in order of formula weight, descending:
SMILES,IL1B secr inh,HT1080NT lethal,SW480 rerep,KB-V1 MDR tox,GLP1R cytotox,MCF10A rerep,KB-3-1 cytotox,DRD3 agonist,HT1080 IDH1KD tx
COc1ccc(NS(=O)(=O)c2ccc(C)c(C(=O)NC3CCN(Cc4ccccc4)CC3)c2)cc1,12,-3%,2%,-24%,9%,1%,-5%,-38,-17%
O=C(N/N=C/c1ccc(Br)o1)/C(=C/c1ccc([N+](=O)[O-])cc1)NC(=O)c1ccccc1,-26,-18%,?,-2%,?,?,1%,-12,1%
O=C(c1[nH]c(C(F)(F)F)nc1-c1ccccc1)N1CCN(Cc2c(F)cccc2Cl)CC1,8,22%,·,-4%,3%,·,0%,-1,17%
CCOc1ccc(NC(=O)COn2nnc3ccc(S(=O)(=O)N4CCOCC4)cc32)cc1,-10,16%,?,?,13%,?,0%,5,2%
CCCNC(=O)C(Cc1ccc(C(F)(F)F)cc1)NC(=O)c1ccc2ccccc2n1 (stereo not drawn),24,0%,-14%,24%,-12%,4%,6%,3,1%
Cc1ccc(-c2nnc(SCc3nc4ccccc4[nH]3)n2Cc2ccco2)cc1,-11,5%,15%,?,3%,-16%,-2%,-26,0%
O=C(COC(=O)C1C2CC3OC(=O)C1C3C2)Nc1ccc(Br)cc1 (stereo not drawn),14,-10%,0%,4%,-6%,17%,0%,-9,-14%
CCOC(=O)c1sc(Nc2nc3cc4c(cc3s2)OCO4)cc1C,-2,-19%,-7%,-6%,4%,?,5%,4,-18%
CCN(CC)c1ccc(/C=N/N2C(=O)c3ccccc3C2=O)cc1,-22,16%,1%,30%,-17%,0%,11%,2,16%
C[C@@H](CSc1ccccc1)CN1CC[C@H](O)CCC1=O,12,7%,-3%,-1%&-8%,?,?,8%&2%,4,10%
C/C(=N\Nc1nc2ccccc2nc1C)c1ccccc1O,32,-13%,?,4%,-51%,12%,-2%,2,?
CCCn1nnnc1NCc1ccc(Cl)cc1Cl,-22,0%,-10%,14%,6%,0%,0%,0,-11%

# Continuation.
SMILES,IL1B secr inh,HT1080NT lethal,SW480 rerep,KB-V1 MDR tox,GLP1R cytotox,MCF10A rerep,KB-3-1 cytotox,DRD3 agonist,HT1080 IDH1KD tx
COc1cccc(-c2ccc(C#N)c(OC(=O)c3ccc(Cl)cc3)n2)c1,-8,-7%,-3%,-1%,12%,2%,2%,-14,0%
CC1(C(=O)NCCc2ccccc2)Cc2c(-c3cccc(C(F)(F)F)c3)ccnc2O1 (stereo not drawn),56,?,·,?,2%,·,?,-5,?
C/C(Cl)=C\COc1cc(C)nc2c(Br)cccc12,6,1%,4%,-22%,8%,?,-2%,26,-9%
Cn1c(SCC(=O)Nc2ccc3c(c2)n(C)c(=O)n3C)nnc1-c1ccncc1,-18,2%,-2%,-1%,3%,8%,-6%,4,4%
CCN(C(=O)c1c(C)cc(=O)oc1C)c1ccc2c(c1)OCO2,10,-7%,-3%,8%,-14%,0%,0%,0,6%
Cc1nn(C)cc1S(=O)(=O)N1CCCC(C(=O)O)C1 (stereo not drawn),-5,7%,6%,23%,-6%,-20%,3%,-3,1%
O=C(CN1CCN(S(=O)(=O)c2ccccc2[N+](=O)[O-])CC1)NC(=O)NCc1ccco1,?,5%,-15%,-27%,-16%,?,-4%,1,-9%
Cc1ccc2cc(CN(CC(C)C)C(=O)C3CCCO3)c(=O)[nH]c2c1 (stereo not drawn),36,13%,-4%,?,6%,1%,26%,1,1%
Cc1cc(C)cc(NC(=O)Nc2c(Br)cnn2C)c1,-10,24%,-5%,0%,14%,0%,16%,-14,9%

# Rows are unselected (roughly 11% active in at least one column).
